TbREL1 primary = TbREL1 RNA ligase inhibitors, primary screen, biochemical, FRET fluorescence | RNA-editing ligase 1, mitochondrial (Trypanosoma brucei brucei), P86926 | TbREL1 RNA ligation | inhibition, % at 9.66 µM | 89,000 tested, 0.49% active;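 active means inhibition above the mean inhibition across all screened compounds plus 3 SD, cut at about 11% in these data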;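 further: 0% = plate median of test wells and 100% = NSC42067 control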
Target sequence (P86926 whole entry, looked up): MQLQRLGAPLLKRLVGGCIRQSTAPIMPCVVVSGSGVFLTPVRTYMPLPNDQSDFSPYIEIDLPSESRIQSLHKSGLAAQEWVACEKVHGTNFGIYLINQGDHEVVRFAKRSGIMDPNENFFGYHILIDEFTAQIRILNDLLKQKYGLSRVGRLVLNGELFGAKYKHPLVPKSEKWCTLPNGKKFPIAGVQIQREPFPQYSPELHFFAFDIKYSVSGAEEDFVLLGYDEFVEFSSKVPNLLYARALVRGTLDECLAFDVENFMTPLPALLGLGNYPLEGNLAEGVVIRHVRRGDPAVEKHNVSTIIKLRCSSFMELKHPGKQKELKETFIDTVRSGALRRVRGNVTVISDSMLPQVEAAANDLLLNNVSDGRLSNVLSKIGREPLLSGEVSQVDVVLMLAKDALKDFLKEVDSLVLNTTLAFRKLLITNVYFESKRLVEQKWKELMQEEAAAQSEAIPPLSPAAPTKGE
Starred values were filed as active, the others as inactive. An excerpt; count on the stated rates, not on these rows.

Preview (2 entries):
SMILES	TbREL1 primary
COc1ccc(NC(=O)CN(C)C(=O)Cc2ccc3c(c2)OCCO3)cc1	5
O=C(COC(=O)c1ccc[nH]c1=O)NCC1CCCO1 (stereo not given)	3

All compounds of this part, repeating the preview:
SMILES	TbREL1 primary
COc1ccc(NC(=O)CN(C)C(=O)Cc2ccc3c(c2)OCCO3)cc1	5
O=C(COC(=O)c1ccc[nH]c1=O)NCC1CCCO1 (stereo not given)	3
CC(=O)C1=C(C)N(Cc2ccc(F)cc2)C(=S)NC1c1ccccc1 (stereo not given)	-9
NC(=O)NC(CC(=O)N1CCc2ccccc2C1)c1ccc(Cl)cc1 (stereo not given)	5
COc1ccc(N2CC(C(=O)Nc3nnc(SCC(=O)NC(C)(C)C)s3)CC2=O)cc1 (stereo not given)	0
O=[N+]([O-])c1ccc(C=NN=Cc2ccc([N+](=O)[O-])cc2)cc1	2
O=C(COc1ccc(Cl)cc1)NC1CC1	2
CCCCn1c(N)c(N(CCC(C)C)C(=O)C2=NN(c3ccccc3)C(=O)CC2)c(=O)[nH]c1=O	0
COc1ccc(S(=O)(=O)N2CCC(c3cc(-c4cccc5ccccc45)n[nH]3)CC2)cc1	2
CC(C)=CC(=O)NCCc1ccccc1	1
CC(=O)NC(C)C12CC3CC(CC(CC(=O)O)(C3)C1)C2 (stereo not given)	1
COc1ccccc1CN(C(=O)CNC(=O)c1ccco1)C(C(=O)NCC1CCCO1)c1ccc(OC)c(OC)c1 (stereo not given)	0
Cc1cc2c(OCC(O)CNC(C)(C)C)cccc2[nH]1 (stereo not given)	-2
C#CCNC(=O)C1=C[C@@H](C2CC2)C[C@@H](OCCCCO)O1	-4
CCOC(=O)N1CCC(Nc2c(NCCCN(CC)Cc3ccccc3)c(=O)c2=O)CC1	-3
COC(=O)c1cnn(-c2ccc(Cl)cc2)c1/C=N/NC(N)=S	-2
Cn1c(=N)n(CC(=O)C(C)(C)C)c2ccccc21	-1
COC(=O)C1=C(NC(=O)c2ccccc2C)CCS1	2
NS(=O)(=O)c1ccc2nc(NC(=O)CS(=O)(=O)c3ccccc3)sc2c1	5
CCCCC(=O)N/N=C(C)/C=C/c1ccccc1F	5
COc1cc(F)c(C2=CC(=O)C[C@H](c3ccc(Cl)cc3)C2)cc1F	0
Cc1coc2c1c(C)cc1oc(=O)c(CC(=O)NCCCCCC(=O)O)c(C)c12	-3
O=C1C=C(c2ccc(Cl)cc2)OC2(CCCC2)O1	3
Cc1cccc(NC(=O)c2cc(Cl)nc3ccccc23)n1	4
COCc1ccc(CN2CCCC(CO)(Cc3cccc(OC)c3)C2)o1 (stereo not given)	-2
CCOC(=O)C1(Cc2cccc(Cl)c2)CCCN(C(=O)c2ccc(C)nc2)C1 (stereo not given)	0
O=C1C=C(c2ccccc2)CO1	2
Clc1ccc(NCn2cncn2)nc1	5
COc1cc(/C=C/C(=O)O)cc(S(=O)(=O)Nc2cc(Cl)c(Cl)cc2Cl)c1OC	-1
CCCCN1CNC(=S)N(c2cc(C)ccc2C)C1	-4
CCc1ccccc1Nc1nc(N)nc(COC(=O)c2cccn2C)n1	0
CN(Cc1ccccc1)C(=O)COc1ccc2ccccc2c1	1
CCOC(=O)c1[nH]ncc1CN1CCCC(C(=O)c2ccc(OC)c(OC)c2)C1 (stereo not given)	-2
CC(C)N(CC(N)=O)c1ccc(S(=O)(=O)N2CCCC2)cn1	2
CC(C)OC(=O)C1C(=O)CC(C)(O)C(C(=O)OC(C)C)C1c1cccc([N+](=O)[O-])c1 (stereo not given)	3
COc1ccc(N2CCN(S(=O)(=O)c3ccc4c(c3)NC(=O)CS4)CC2)cc1	-4
Cc1ccccc1CNC(=O)CCCn1ncn2c(cc3occc32)c1=O	-5
Cc1cccc(S(=O)(=O)NCC2CCCO2)c1 (stereo not given)	2
COc1ccc(Cl)cc1S(=O)(=O)NC(C)C(=O)NCc1ccncc1 (stereo not given)	-2
CCCCCC(=O)N1CC2(CC)CN(C(=O)CCCCC)CC(CC)(C1)C2=O	1
O=C(O)CCCN=Cc1c(O)c2ccccc2oc1=O	-2
COc1ccc(C(CNC(=O)C(C)Sc2ccccc2)N2CCOCC2)cc1 (stereo not given)	-1
COc1cccc(CNc2ccccn2)c1O	1
CCC(C)c1ccc(NC(=O)Nc2cnccn2)cc1 (stereo not given)	0
Cc1ccc(-n2nnnc2SCC(=O)NCC2(N3CCOCC3)CCCCC2)c(C)c1	-5
O=C(OCc1nnc(-c2ccccc2)o1)C1CC(=O)N(CCc2ccccc2)C1 (stereo not given)	-2
O=C1C=C(c2cccc(CO)c2)C[C@@H](c2ccc3c(c2)OCO3)C1	-4
O=S(=O)(NCc1cccnc1)c1ccc(Br)s1	4
O=C(CCCc1nc2ccccc2s1)NCc1ccc(F)cc1	6
O=C(NCc1cccnc1)C1CCCN(S(=O)(=O)c2ccc(Br)cc2)C1 (stereo not given)	5

Next records:
SMILES	TbREL1 primary
O=C(CN1CCCC1)N1CCN(c2ccccc2)CC1	-1
O=C(CCN1C(=O)C2C3C=CC(C3)C2C1=O)Nc1c(F)cccc1F (stereo not given)	-1
O=C(C1CCN(S(=O)(=O)c2ccccc2)CC1)N1CCN(c2ccccc2F)CC1	3
COc1ccc(N(CC(=O)NCCc2ccccc2)C(=O)CCC(=O)Nc2nccs2)c(OC)c1	4
CN(C)S(=O)(=O)c1ccc(N2CCCC2)c(C(=O)Nc2nc(-c3ccc(F)c(F)c3)cs2)c1	3
COc1cc(OC)cc(C(=O)N[C@H](C(=O)Nc2nc(-c3cc(OC)ccc3OC)cs2)C(C)C)c1	0
CCC(C)[C@H](NC(=O)NCc1ccc(S(N)(=O)=O)cc1)C(=O)O (stereo not given in full)	1
CC1CCC(C(C)C)C(OC(=O)Cn2nnc3c(cnn3-c3ccccc3)c2=O)C1 (stereo not given)	6
COC(=O)COn1c(-n2nc(C)cc2C)nc2ccccc2c1=O	1
O=C1[C@H]2[C@H](ON3CCCC[C@H]23)C(=O)N1c1ccc(Cl)cc1	-1
O=C(Cc1cccs1)Nc1cc(S(=O)(=O)N2CCCCC2)ccc1Cl	0
COC(=O)c1cc2c(ccn2-c2ccc(F)cc2)n1Cc1cccc(OC)c1	0
Cc1cc(C)n2nc(C(=O)OCC(=O)NCc3ccc(F)cc3)nc2n1	-2
CCCc1nc(SCC(=O)NC2CC2)c2c(C)c(C)sc2n1	0
O=C(CCCOC(=O)c1cccnc1Cl)c1ccc(Br)cc1	3
COc1cccc(/C=N/NC(=O)CCc2n[nH]c(=O)[nH]c2=O)c1O	5
O=c1[nH]c(CSc2nnc(-c3ccncc3)n2Cc2ccco2)nc2ccccc12	-1
O=S(=O)(Nc1ccc(S(=O)(=O)Nc2cccc3ccccc23)cc1)c1ccccc1	3
O=C(c1cc(-c2ccc(Cl)c(Cl)c2)on1)N1CCCCC1	1
O=C(O)c1ccc(S(=O)(=O)c2ccc3c(c2)C(=O)N(NC(=O)c2ccccc2)C3=O)cc1	-1
COc1cc(/C=N/NC(=O)Cc2cccs2)c([N+](=O)[O-])cc1OC	3
COc1ccccc1CNc1cc(CSc2ccc(Cl)cc2)nc(C)n1	-3
COC(=O)c1ccc(NC(=O)c2cc(-c3ccncc3)nc3ccccc23)cc1	0
CN1CCN(CCCNC(=O)C2CC(=O)N(C3CCCCC3)C2)CC1 (stereo not given)	0
COC(=O)n1c(SC)nc2ccccc21	-2
O=C(c1[nH]ncc1-c1ccc(Cl)cc1)C1CO1 (stereo not given)	-2
COc1ccc(NC(=O)CNC(=O)Cc2cccc3ccccc23)cc1	0
Cc1ccc(CN(C)C(=O)c2ccccc2Oc2ccccc2)o1	-5
O=C(NCc1ccccc1F)C(=O)NCC1OCCCN1S(=O)(=O)c1cccs1 (stereo not given)	2
Cc1ccc(S(=O)(=O)N2[C@H](c3ccccc3)CC(=O)[C@@H]3CN(S(=O)(=O)c4ccccc4)[C@H](c4ccccc4)C[C@@H]32)cc1	2
CC1CCCCN1S(=O)(=O)c1ccc(S(=O)(=O)N(CC(=O)Nc2ccccc2)Cc2cccs2)cc1 (stereo not given)	0
Cc1c(NS(=O)(=O)c2cc(C(=O)NCC3CCCO3)cc(Cl)c2Cl)c(=O)n(-c2ccccc2)n1C (stereo not given)	-1
NC(=O)[C@H]1CC2(CC(c3cccc(NC(=O)COc4ccc(Cl)cc4)c3)=NO2)CN1C(=O)Cc1ccc([N+](=O)[O-])cc1 (stereo not given in full)	-3
O=[N+]([O-])c1ccc(Sc2ccccc2Cl)nc1	1
CCc1cc(CNC(=O)c2cccc(OC3CCN(S(C)(=O)=O)CC3)c2)on1	-1
O=C(O)CCC(=O)NNC(=O)c1cccc(Cl)c1	2
O=C(c1cc(-c2ccc(Cl)cc2)on1)N1CCN(c2ccc(F)cc2)CC1	2
Cc1ccc(N2C(=N)SCC2=O)cc1Cl	1
Cc1ccc(/C=C2\SC(N3CCN(C(c4ccccc4)c4ccccc4)CC3)=NC2=O)o1	0
Cc1cccc(Oc2coc3cc(OC(=O)c4cc5ccccc5oc4=O)ccc3c2=O)c1	-1
Cc1ccc(C2=NN(C(=O)CN3C(=O)c4ccccc4S3(=O)=O)C(c3ccco3)C2)cc1 (stereo not given)	-3
COCCNC(=O)C1C(=O)Nc2ccccc2C(=O)N1c1ccc2c(c1)OCCO2 (stereo not given)	2
Cc1ccccc1Cn1ccc(-c2ccc3c(c2)OCO3)n1	-1
Cc1ccc(-c2c(NC(=O)c3ccc(F)cc3)nc3ncccn23)cc1	2
CC1(C(=O)Nc2cccc(Oc3ccccc3)c2)Cc2c(-c3ccc4c(c3)OCO4)ccnc2O1 (stereo not given)	3
C#Cc1ccc([C@H]2C=C(C(=O)NC3CC3)O[C@@H](OCC)[C@@H]2CCCO)cc1	-1
Cc1cc(Nc2ccccc2C(=O)O)n(-c2ccc([N+](=O)[O-])cc2)n1	-2
COc1ccc([C@@H]2CC=C(C(=O)O)[C@H](c3ccc(C)cc3)N2S(=O)(=O)c2ccccc2C)cc1	-2
Nn1c(SCC(=O)NCC2CCCO2)nnc1-c1ccc(OC(F)F)cc1 (stereo not given)	-1
COc1ccccc1Nc1nnc(SCc2cc(=O)n3ccsc3n2)s1	-2

Ordered by length of the SMILES (ascending): some entries from above.
SMILES	TbREL1 primary
O=C1C=C(c2ccccc2)CO1	2
COC(=O)n1c(SC)nc2ccccc21	-2
CCCCN1CNC(=S)N(c2cc(C)ccc2C)C1	-4
CCCCC(=O)N/N=C(C)/C=C/c1ccccc1F	5
CCCc1nc(SCC(=O)NC2CC2)c2c(C)c(C)sc2n1	0
COc1ccccc1CNc1cc(CSc2ccc(Cl)cc2)nc(C)n1	-3
CC(=O)NC(C)C12CC3CC(CC(CC(=O)O)(C3)C1)C2 (stereo not given)	1
COc1cccc(/C=N/NC(=O)CCc2n[nH]c(=O)[nH]c2=O)c1O	5
O=C(NCc1ccccc1F)C(=O)NCC1OCCCN1S(=O)(=O)c1cccs1 (stereo not given)	2
COC(=O)c1ccc(NC(=O)c2cc(-c3ccncc3)nc3ccccc23)cc1	0
COCCNC(=O)C1C(=O)Nc2ccccc2C(=O)N1c1ccc2c(c1)OCCO2 (stereo not given)	2
Cc1coc2c1c(C)cc1oc(=O)c(CC(=O)NCCCCCC(=O)O)c(C)c12	-3
O=C(C1CCN(S(=O)(=O)c2ccccc2)CC1)N1CCN(c2ccccc2F)CC1	3
O=S(=O)(Nc1ccc(S(=O)(=O)Nc2cccc3ccccc23)cc1)c1ccccc1	3
CC1(C(=O)Nc2cccc(Oc3ccccc3)c2)Cc2c(-c3ccc4c(c3)OCO4)ccnc2O1 (stereo not given)	3
NC(=O)[C@H]1CC2(CC(c3cccc(NC(=O)COc4ccc(Cl)cc4)c3)=NO2)CN1C(=O)Cc1ccc([N+](=O)[O-])cc1 (stereo not given in full)	-3

Next section
SMILES	TbREL1 primary
COc1cc2c(cc1NC(=O)CSc1nnc(-c3ccccc3C)n1Cc1ccco1)oc1ccccc12	0
CCc1nnc(NC(=O)CC(CN(C)S(=O)(=O)c2ccccc2)c2ccccc2)s1 (stereo not given)	2
Cc1onc(-c2ccccc2Cl)c1C(=O)OCC(=O)N1CCCCC1	1
CCc1nc2ccc(C(=O)NC3CCN(C)CC3)cn2c1N(C)CCC(C)C	5
Cc1ccc(C)c(NS(=O)(=O)c2cc(C(=O)Nc3ccccc3-c3ccccc3)ccc2C)c1	-1
Cc1cccc(CN2C(=O)[C@H]3Cc4c([nH]c5ccccc45)C(C)(C)N3C2=O)c1	0
Cc1c(Cl)cccc1NC(=O)COC(=O)Cn1cnc2c1c(=O)n(C)c(=O)n2C	1
Cc1nn(Cc2ccc(C(=O)Nc3ccc(C(=O)OC(C)C)cc3)o2)c(C)c1Cl	0
COc1ccc(-c2c(-c3cc(OC)cc(OC)c3)n(C)c3ccc(-c4ccn[nH]4)cc23)cc1	0
CCOc1ccc(-n2nnnc2-c2nc3ccccc3s2)cc1	1
CC1(C)Cc2c(sc3c2c(=N)n(Cc2ccco2)c(=O)n3CC(=O)Nc2ccccc2)CO1	0
COC(=O)CCC(=O)NC(=S)Nc1ccccc1F	0
CN1CCC(N(C)C(=O)c2ccc(Cl)c(S(=O)(=O)Nc3ccc(Cl)cc3)c2)CC1	-1
Clc1ccc(Cn2nnc(-c3ccc(CN4CCOCC4)cc3)n2)cc1	-1
COc1ccc(/C=C/C(=O)O)cc1S(=O)(=O)NCc1ccccc1	-1
COc1ccc(N/C(N)=N/c2nc(CSc3ccc(C)cc3)cc(=O)[nH]2)cc1	3
O=C(COC(=O)C1CC1)Nc1ccc([N+](=O)[O-])cc1C(F)(F)F	6
Cc1cc(=O)oc(C)c1C(=O)Nc1ccccc1F	4
O=C(CNC(=O)c1ccco1)Nc1cc(Cl)ccc1N1CCOCC1	0
Cc1nn(-c2ccccc2)c2sc(C(=O)N3CCC4(CC3)OCCO4)cc12	1
O=C(CNC(=O)c1ccccc1Br)NNC(=O)c1cccs1	1
O=C(CSc1ncnc2sc3c(c12)CCCCC3)NCc1ccco1	-3
Cc1ccc2cc(/C=N/NC(=O)c3ccccc3[N+](=O)[O-])c(Cl)nc2c1	2
Cc1ccccc1S(=O)(=O)Cc1ccc(C(=O)N2CC(C)CC(C)C2)o1 (stereo not given)	2
Cc1ccc(Cn2nnc3c(=O)[nH]c(C4CCCN(C(=O)c5ccco5)C4)nc32)cc1 (stereo not given)	-3

Bioassay records from PubChem.
